Assay outcomes as filed in PubChem.
TTR transcr act: activators of transthyretin transcription | activation, % at 16.7 µM | hit rate 1.3% among 92,000 | SH-SY5Y TTR promoter Gaussia luciferase, luminescence; 100% = recombinant luciferase protein wells;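 active = activation above the mean of all tested compounds plus 3 SD, cut at about 9.5% in these data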;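 note: cells exposed to compounds for one day before reading; 0% = median of all test compound wells on the plate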
* = called active by the depositor. A portion of the library; rates above refer to the full screens.

Start of the data: the first four records as a preview:
TTR transcr act	Compound
-3.4	CCOc1ccc(C(C(=O)NCC2CCCO2)N(CCc2cccc(C)c2)C(=O)c2snc(C(N)=O)c2N)cc1 (stereo not drawn)
-2.0	CC(C)Oc1ccc(S(=O)(=O)N2CCCCC2)cc1NC(=O)C1CCCC1
-0.6	Nc1cc(=O)[nH]c(=O)n1-c1ccc(Cl)cc1
-3.5	O=C1CCCc2c1cc(-c1ccccc1)n2-c1ccc(O)cc1

The listing (from the top)
TTR transcr act	Compound
-3.4	CCOc1ccc(C(C(=O)NCC2CCCO2)N(CCc2cccc(C)c2)C(=O)c2snc(C(N)=O)c2N)cc1 (stereo not drawn)
-2.0	CC(C)Oc1ccc(S(=O)(=O)N2CCCCC2)cc1NC(=O)C1CCCC1
-0.6	Nc1cc(=O)[nH]c(=O)n1-c1ccc(Cl)cc1
-3.5	O=C1CCCc2c1cc(-c1ccccc1)n2-c1ccc(O)cc1
2.4	Cn1cc(Br)c(-c2cccc(NC(=O)CCCC(=O)O)c2)n1
-0.1	Cc1ccc(C)c(S(=O)(=O)NCc2ccc(C(=O)N3CCCCCC3)cc2)c1
-1.8	CSc1ccccc1NC(=O)CN(C)C(=O)CNC(=O)c1ccc(Oc2ccccc2)cc1
2.3	Oc1oc(-c2ccco2)nc1C=Nc1cccc(Cl)c1
-1.5	COc1cc(OC)cc(C(=O)Nc2ccc(N(C)C)c3ccccc23)c1
0.7	Fc1ccc(CN2CCCCCCC2)cc1
-1.5	Cc1cc(/C=N/O)c(C)n1-c1cccc(Cl)c1
1.1	Cc1nc(=O)c(-c2ccccc2)c(C)n1-c1ccc(O)cc1
2.6	NS(=O)(=O)c1ccc(NC(=O)C2Cc3ccccc3C(=O)O2)cc1 (stereo not drawn)
1.5	CCCCCCN1C[C@H](O)[C@@H](n2cc(COC(=O)c3ccccc3)nn2)C[C@@H]1c1ccccc1
-0.7	Cc1ccccc1N(CC(=O)NC(C)(C)C)C(=O)c1ccc(-c2ccccc2)[nH]1
-0.7	O=C1CCCc2c1oc1c2CCCC1
-2.5	c1cnc2nc(-c3ccc4c(c3)OCO4)cn2c1
0.3	Cc1ccc(N2CCCCn3c2nc2c3c(=O)n(CC(=O)O)c(=O)n2C)cc1
3.3	CCOc1ccc(CN2C(=O)CCC2(C)C(=O)NCc2cccnc2)cc1 (stereo not drawn)
3.5	O=C(O)c1cccc(S(=O)(=O)Nc2ccc(Oc3ccccc3)cc2)c1
-4.9	COc1ccc(-c2ccc([C@H]3[C@@H]4C=CCC[C@@]4(C)C(=O)N3Cc3ccccc3)c(F)c2)cc1OC
1.9	CC1(C(=O)Nc2ccc3c(c2)OCCO3)CCC(=O)N1C1CCN(Cc2ccccc2)CC1 (stereo not drawn)
-0.6	COc1cc(-n2c(C)nc3cc(C(=O)NCc4ccco4)ccc32)cc(OC)c1OC
0.1	CC1=C(C(=O)N(C)C)CC(CC(=O)NC2CC2)C(=O)N1CCC1=CCCCC1 (stereo not drawn)
-2.0	Cc1ccccc1NP(=O)(c1ccccc1)c1nc2ccccc2s1 (stereo not drawn)
4.2	Cc1nc(SCC(=O)N2CCOCC2)c2c(=O)n(C)c(=O)n(C)c2n1
-0.6	O=C(Nc1ccccc1)OCCc1ccccn1
0.9	O=C(Nc1ccnn1C1CCN(Cc2ccccc2)CC1)C1CCOC1 (stereo not drawn)
-0.5	CCCOc1cccc(C(=O)NC(=S)Nc2ccccc2)c1
-1.4	Cc1ccc(CN2CCCCC(NC(=O)c3ccc(N(C)C)cc3)C2=O)cc1 (stereo not drawn)
-0.2	COC(=O)/C=C1\OCc2ccccc21
-0.5	COc1ccccc1-c1nnc(SCC(=O)Nc2cccnc2Cl)n1C
-0.9	CCCC12CN(C(=O)c3ccco3)CC(CCC)(CN(C(=O)c3ccco3)C1)C2=O
0.9	CCOC(=O)Cn1c(=O)oc2cc(S(=O)(=O)N3CCN(C(=O)c4ccco4)CC3)ccc21
-1.6	CCOc1cc(C)c(S(=O)(=O)Nc2ccc(F)cc2)cc1C
3.7	CCC(C)NC(=O)C1c2ccccc2C(=O)N1Cc1cc(OC)ccc1OC (stereo not drawn)
2.5	Cc1cccc(OCC(=O)NNC(=O)Cn2c(=O)cnc3ccccc32)c1
0.2	CCOC(=O)[C@]12CCCC=C1N(Cc1ccc(OC)cc1)C(=O)[C@@H]2CC(=O)N1CCCC1
4.8	O=C(CSCC(=O)NC1CCCC1)Nc1ccccc1
-0.7	O=C(NCC(c1ccccc1)c1ccccc1)[C@H](Cc1c[nH]c2ccccc12)NC1(C(=O)NC2CCCCC2)CCCCCC1
-0.9	Cc1c(NC(=S)N/N=C/c2cc([N+](=O)[O-])ccc2O)c(=O)n(-c2ccccc2)n1C
0.9	C=CCOc1ccc(C2NC(=O)c3ccccc3O2)cc1OCC (stereo not drawn)
2.8	C/C(=N/Nc1ccc(F)cc1)c1ccc(Cl)s1
0.3	Clc1ccc(/C=N/Nc2ncnc3nc[nH]c23)cc1
-1.1	CCC(=O)Nc1ccc(S(=O)(=O)Nc2ccc(Cl)nn2)cc1
-2.3	Cc1ccc(NC(=S)NC(C)CCc2ccccc2)cc1C (stereo not drawn)
0.6	COc1cc(OC)cc(C(=O)Nc2cccc(N3CCCC3)c2)c1
1.0	C[C@H](CO)N1C[C@H](C)[C@H](CN(C)S(=O)(=O)c2ccccc2)OCc2ccccc2-c2c(n(C)c3ccccc23)C1=O
0.4	COc1ccccc1OCc1ccc(C(=O)c2ccccc2)cc1
-1.9	Cc1sc(NC(=O)C2CCCCC2C(=O)O)c(C(N)=O)c1-c1ccc(C(C)(C)C)cc1 (stereo not drawn)
-0.4	COc1ccc(CN(C)C[C@@H]2OCCCC[C@H](C)Oc3ccc(NC(=O)Nc4ccc(F)cc4)cc3C(=O)N([C@H](C)CO)C[C@H]2C)cc1
3.1	COC(C(=O)Nc1ccnn1C1CCN(C(=O)c2ccc(C)cc2)CC1)c1ccccc1 (stereo not drawn)
2.9	O=c1oc2ccccc2c(N2CCCC2)c1CN1CCCC1
-0.6	COc1cc(C(=O)NCCC(=O)NCc2ccc3c(c2)OCO3)cc(OC)c1OC
5.8	O=C1NC(=S)N(c2cccc(Cl)c2)C12CCCCC2
2.8	CSc1ccc(CN(C)Cc2nc3cc(C(F)(F)F)ccc3c(=O)[nH]2)cc1
0.1	Cc1nn(C(C)C(=O)NCC2CCCO2)c(C)c1[N+](=O)[O-] (stereo not drawn)
-1.0	CN(C(=O)c1cccc(NC(=O)c2cccs2)c1)c1ccccc1
1.7	CC12CCC(C(=O)Nc3ccccc3Br)(C/C1=N\O)C2(C)C (stereo not drawn)
0.6	O=C(Cc1ccc([N+](=O)[O-])cc1)N1N=C2CCCCC2C1(O)C(F)(F)F (stereo not drawn)

More records
TTR transcr act	Compound
-1.3	CCOc1ccc2oc(C(=O)OCC(=O)NC3CCCC3)c(C)c2c1
-1.0	C=Cc1cc2c(cc1O)CCC1C2CCC2(C)C(O)CCC12 (stereo not drawn)
2.0	COCCC(=O)NC12CC3CC(CC(C3)C1)C2
-0.9	CC(=O)N1c2c(cc(Br)cc2S(=O)(=O)N2CCN(c3ccccc3F)CC2)CC1C (stereo not drawn)
2.2	CC1CCN(C(=O)c2cc(S(=O)(=O)N3CCCCC3)c[nH]2)CC1
1.6	COc1ccc(N(CC(=O)O)S(=O)(=O)c2cccnc2)cc1
5.9	O=C(COC(=O)c1cc(=O)[nH]c2ccccc12)Nc1ccc(F)cc1
-1.0	COc1ccc(-c2noc(C3CCCN(C(=O)CCc4ccccc4)C3)n2)cc1 (stereo not drawn)
0.8	C=CCN1C2CCCC1CC(NC(=O)Nc1cc(C)cc(C)c1)C2 (stereo not drawn)
-0.5	COc1ccc(C(=O)NC(=O)COC(=O)c2ccc(C)o2)cc1
1.0	CS(=O)(=O)c1ccc(-c2sc3ccccc3c2C(=O)NCCCN2CCOCC2)cc1
0.0	CCn1c(=O)c(C(=O)NCc2ccccc2OC)c(O)c2ccccc21
-2.1	O=[N+]([O-])c1ccc(N2CCCC2)nc1N1CCCC1
-0.3	O=C(Nc1cc(Cl)ccc1N1CCOCC1)c1cccnc1
0.1	O=C(CN(C1CCCCC1)S(=O)(=O)c1ccc(Cl)cc1)NCc1ccncc1
-0.4	COC(=O)C1=C(C)N=C2SC(C)C(=O)N2C1c1cccc(F)c1 (stereo not drawn)
0.8	Cc1cc([N+](=O)[O-])nn1CC(=O)N/N=C/c1ccc(O)cc1O
0.6	O=C(Nn1c(-c2ccccc2)nc2ccccc2c1=O)c1ccco1
0.6	C[N+](C)(C)CCN1C(=O)CSC1=O
0.8	O=C1NCCN(Cc2cccc(Oc3ccccc3)c2)C1CC(=O)N1CCCCC1 (stereo not drawn)
-3.2	CN(C)CCN(C(=O)/C=C/c1cccs1)c1nc2c(F)cc(F)cc2s1
0.9	Cc1ccccc1C(=O)O/N=C(\N)c1ccncc1
2.7	OCC1(CO)CCCC(CO)(CO)C1O
-1.7	CC(=O)Oc1ccc(-c2csc(Nc3cccc(C)n3)n2)cc1
3.2	CCN(CC)CCCNc1oc(/C=C/c2ccccc2)nc1C#N
-1.4	CC(=O)N1CC2(C)CN(C(C)=O)CC(C)(C1)C2O (stereo not drawn)
8.5	CCOc1cc(Br)c(C(=O)O)cc1OCC
-0.9	CC(C)Cn1c(=O)c2c(nc3n2CCS3)n(C)c1=O
-1.0	CCCCN1CCS(=O)(=O)N(Cc2cn(Cc3ccc(C)cc3)nn2)C(C(=O)OC)C1 (stereo not drawn)
-2.3	CCNc1nc(NC(C)(C)C)nc(N2CCCCC2)n1
0.6	COc1cc(C(=O)OCC(=O)NC(=O)NCc2ccccc2)ccc1OC(F)F
-1.1	CN1CCOC1c1ccc(C2OCCN2C)cc1 (stereo not drawn)
-2.5	CO/N=C/NC(=O)Cc1cn(-c2ncc(C(F)(F)F)cc2Cl)c2ccccc12
-2.1	Cc1cc(C(F)F)n2nc(C(=O)Nc3cccnc3Cl)nc2n1
6.7	COc1ccc(NC(=O)CN(C)CC(=O)N(C)C2(C#N)CCC(C)CC2)cc1 (stereo not drawn)
1.5	COc1ccc(C(=O)Nc2cc(Cl)ccc2-n2cncn2)c(OC)c1OC
1.0	N#C/C(=C\c1c(N2CCOCC2)nc2ccccn2c1=O)C(=O)NC1CCS(=O)(=O)C1 (stereo not drawn)
0.4	CC(C)CCNC(=O)C(=O)NCCC1=CCCCC1
9.8*	Cc1oc(-c2ccccc2)cc1C(=O)NC1CCN(Cc2ccccc2)CC1
1.8	Cc1ccc(S(=O)(=O)NCc2ccc(C(=O)NC3CC3)cc2)cc1
-0.8	O=C(Nc1nnc(-c2ccc(F)cc2)s1)Nc1ccccc1F
2.6	O=C(/C=C/c1ccc(N2CCC(c3ccccc3)=N2)cc1)c1ccccc1
-0.2	CC(C)N(C(=O)COC(=O)[C@H](C)NC(N)=O)c1ccccc1
0.0	Cn1nccc1NS(=O)(=O)c1ccc(F)cc1
0.4	Cn1c(/N=C/c2ccccc2[N+](=O)[O-])nc2ccccc21
-1.6	CC1(c2nnnn2Cc2ccccc2)CCC(=O)N1CCc1ccc(O)cc1 (stereo not drawn)
0.3	O=C1CCC[C@H]2C[C@H](NCc3cccc(F)c3)CC[C@]23CCCN13
-0.1	CCOC(=O)C1(C(=O)OCC)CC1c1ccccc1 (stereo not drawn)
7.7	CC(C)CNC(=O)C(=O)NCc1ccccc1
0.5	O=C(CSC1=NCCS1)NC(c1ccccc1)c1ccccc1
1.4	COc1cccc(NC(=O)CCN2CCC(C(N)=O)CC2)c1
3.4	COc1cc(CO)ccc1OCc1ccc(Cl)nc1
0.3	Cc1ccccc1NC(=O)O[C@H]1CC[C@@]23CCCN2C(=O)CCC[C@H]3[C@H]1C
-2.9	Cc1ccc2nc3n(c(=O)c2c1)-c1ccccc1C(=O)NC3Cc1ccc(O)cc1 (stereo not drawn)
7.5	Cc1ccc(-n2c(C)cc(/C=N/NC(=O)Cn3c4ccccc4c(=O)c4ccccc43)c2C)cc1
2.1	CCOC(=O)C1CCN(C(=O)c2cccc(Cl)c2)CC1
-2.8	Cc1ccc(-n2cc(CN3CCC(CO)(Cc4cccc(C(F)(F)F)c4)CC3)cn2)cc1
-1.7	Cc1ccc(NNC(=O)c2ccc(Cl)cc2)nn1
1.9	O=C(CSc1n[nH]c(=O)n1Cc1ccco1)c1ccc(F)cc1
-4.2	CCOC(=O)c1c(C)n(C)c2ccc(OCC(O)Cn3c(C)nc4ccccc43)cc12 (stereo not drawn)

7 compounds drawn at random from those above:
TTR transcr act	Compound
-0.1	CCOC(=O)C1(C(=O)OCC)CC1c1ccccc1 (stereo not drawn)
-2.5	CO/N=C/NC(=O)Cc1cn(-c2ncc(C(F)(F)F)cc2Cl)c2ccccc12
0.5	O=C(CSC1=NCCS1)NC(c1ccccc1)c1ccccc1
-4.2	CCOC(=O)c1c(C)n(C)c2ccc(OCC(O)Cn3c(C)nc4ccccc43)cc12 (stereo not drawn)
2.6	O=C(/C=C/c1ccc(N2CCC(c3ccccc3)=N2)cc1)c1ccccc1
2.1	CCOC(=O)C1CCN(C(=O)c2cccc(Cl)c2)CC1
0.4	Cn1c(/N=C/c2ccccc2[N+](=O)[O-])nc2ccccc21

Following part
TTR transcr act	Compound
-2.9	Cc1ccc(OCCCn2ccnc2)cc1C
0.5	COC(=O)c1cc(NS(=O)(=O)c2ccc(F)cc2)ccc1N1CCOCC1
0.2	Cn1c(SCC(=O)Nc2nccs2)nnc1C1CC1
1.0	O=C1NC(c2ccccc2OC(F)F)Oc2ccccc21 (stereo not drawn)
